# TexasRed fluor: alters Texas Red total fluorescence, flagging assay interference. TRb/SRC2 Texas Red total fluorescence interference. Potency, µM (titrated, usually from 106 µM), without a hit: top-dose fluorescence change, negative = quenching. actives 0.29% (n = 280,000). AID 1479; active means well fitted curve in either direction with a large enough effect; inconclusive means small, poorly fitted or top-dose-only effect
#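 Flags fluorescent or light-absorbing compounds by total fluorescence, S + 2P, at 555 nm excitation and 632 nm emission. Mixture: 20 nM Texas Red SRC2 peptide, 0.6 uM human TRb LBD, 1 uM T3, 5% DMSO; compound exposure 5 h at ambient temperature.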
# L3MBTL1 inh: inhibitors of human L3MBTL1. Q9Y468. AlphaScreen L3MBTL1–H3K9me1 peptide binding. Potency, µM (doses to about 57.1 µM), for inactives: top-dose activity, negative = inhibition, usual class: inhibitors. actives 0.66% (n = 230,000). AID 485360; further: nearly all actives have a fitted effect of over 60% in size
#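 Displacement of a biotinylated histone H3(1-15) peptide monomethylated at Lys9 (75 nM) from L3MBTL1 (50 nM) was measured by AlphaScreen after a 30 min room-temperature compound incubation; cefsulodin titration served as intraplate control.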
# RGS12 GoLoco inh: RGS12 GoLoco-Gai1 interaction inhibition; Gai1:RGS12 GoLoco peptide FP, rhodamine, 10 min; Potency, µM (series often up to 61.6 µM), for inactives: at the highest dose activity, negative = inhibition, hits mostly inhibitors; actives 0.44% (n = 230,000); AID 880; active means well fitted inhibition curve with a large enough effect, not every such curve was filed as active; inactive means no such curve, though single readings can be large or run the other way; further: nearly all actives have a fitted effect of over 30% in size; many of its hits are not listed in these tables
# Target sequence (P63096 whole entry, looked up): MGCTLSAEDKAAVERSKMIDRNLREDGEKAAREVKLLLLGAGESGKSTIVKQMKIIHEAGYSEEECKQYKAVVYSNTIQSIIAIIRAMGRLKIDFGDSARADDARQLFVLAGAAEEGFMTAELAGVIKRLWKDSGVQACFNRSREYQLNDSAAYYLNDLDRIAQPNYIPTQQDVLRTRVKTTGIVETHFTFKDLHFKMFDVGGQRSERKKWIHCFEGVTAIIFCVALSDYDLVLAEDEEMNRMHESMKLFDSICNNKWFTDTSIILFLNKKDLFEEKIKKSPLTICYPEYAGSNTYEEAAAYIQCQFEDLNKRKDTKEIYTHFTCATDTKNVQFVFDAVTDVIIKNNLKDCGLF
# GAA spleen mod: inhibitors or activators of human alpha-glucosidase in spleen homogenate | Potency, µM (series often up to 79.9 µM), for the others: top-dose activity change, negative = inhibition, usual class: inhibitors | actives 0.006% (n = 240,000) | AID 2112 | human spleen homogenate, 4-MU-alpha-glucoside fluorescence | P10253;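 further: 0% = enzyme with vehicle and -100% = no enzyme basal signal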
#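 Human spleen homogenate (1 ug) with 4-methylumbelliferyl-alpha-D-glucopyranoside (1 mM final) in 50 mM citrate/phosphate pH 5.0, 0.01% Tween-20; 40 min at 37 C. Stopped at pH 10; 4-MU fluorescence Ex 365/Em 440 nm; AC50 by Hill fit.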
# GAA glycogen mod: GAA glycogen-cleavage inhibition or activation. P10253. recombinant GAA, glycogen substrate, Amplex Red glucose oxidase fluorescence. Potency, µM (series often up to 76.4 µM), for inactives: at the highest dose activity change, negative = inhibition, most hits filed as inhibitors. actives 0.38% (n = 300,000). AID 2100;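 further: 0% = full enzyme reaction and -100% = no-enzyme basal signal; the screen sought inhibitors and activators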
#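 Recombinant human alpha-glucosidase (4 nM final) hydrolysed bovine liver glycogen (30 ug) for 40 min at 37 C in pH 5.0 citrate/phosphate with 0.01% Tween-20. Released glucose detected by glucose oxidase/Amplex Red, Ex 573/Em 610 nm. Compounds up to 77 uM; AC50 from Hill fits.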
# RECQ1 helicase: inhibitors of human RECQ1 DNA helicase. P46063. RECQ1 DNA unwinding, red fluorescence kinetic read. Potency, µM (highest dose often 57.3 µM), for inactives: at the top dose activity, negative = inhibition, most hits filed as inhibitors. actives 0.54% (n = 240,000). AID 2549;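 further: plate controls were vehicle for no effect and no enzyme for full effect; nearly all actives have a fitted effect of over 30% in size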
# Target sequence (P46063 whole entry, looked up): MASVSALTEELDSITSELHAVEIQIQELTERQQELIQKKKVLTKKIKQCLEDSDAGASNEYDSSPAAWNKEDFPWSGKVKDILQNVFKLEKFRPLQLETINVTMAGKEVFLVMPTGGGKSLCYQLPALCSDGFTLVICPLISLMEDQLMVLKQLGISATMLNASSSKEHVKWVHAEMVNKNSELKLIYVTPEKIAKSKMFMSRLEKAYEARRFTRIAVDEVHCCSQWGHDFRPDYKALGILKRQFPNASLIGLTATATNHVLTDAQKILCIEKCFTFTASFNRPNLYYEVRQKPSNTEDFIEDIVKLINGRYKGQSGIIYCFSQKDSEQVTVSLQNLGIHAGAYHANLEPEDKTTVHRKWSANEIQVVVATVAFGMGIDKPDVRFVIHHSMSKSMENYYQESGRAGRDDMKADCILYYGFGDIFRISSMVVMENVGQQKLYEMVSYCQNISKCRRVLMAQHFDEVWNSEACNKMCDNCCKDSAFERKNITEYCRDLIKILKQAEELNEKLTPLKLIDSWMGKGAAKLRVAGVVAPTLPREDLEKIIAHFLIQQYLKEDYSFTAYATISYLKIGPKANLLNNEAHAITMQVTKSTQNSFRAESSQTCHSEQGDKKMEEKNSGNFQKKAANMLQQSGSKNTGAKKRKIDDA
#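 RECQ1T1 50 nM; forked duplex (20 bp + 30-nt ss tails) 200 nM, ATP 2 mM final; pH 8.0, 2 mM MgCl2, 2.5 ug/ml poly(dI-dC); 15 min compound preincubation; discontinuous kinetic read over 2 h at RT.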
# TRb SRC2 PPI: TRbeta-SRC2 interaction inhibition. P10828. TRbeta-SRC2 peptide binding, fluorescence polarization; receptor liganded with 1 µM T3. Potency, µM (doses to about 106 µM), without a hit: at the top dose activity change, negative = inhibition, most hits filed as inhibitors. actives 0.065% (n = 280,000);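 further: plate controls were bound peptide for no effect and peptide without receptor for full effect; nearly all actives have a fitted effect of over 50% in size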
#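 Binding of a 20-amino-acid Texas Red SRC2 peptide (20 nM) to TRb ligand-binding domain (0.6 uM) with agonist T3 at 1 uM was followed by fluorescence polarization after a 5 hr room-temperature incubation.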
# GAA inhib: inhibitors of human lysosomal alpha-glucosidase; actives 0.005% (n = 200,000); P10253; purified human GAA, 4-MU-alpha-glucoside fluorescence; Potency, µM (series often up to 76.9 µM), without a hit: at the top dose activity change, negative = inhibition, actives largely listed as inhibitors; AID 1466;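 further: plate controls were uninhibited enzyme wells for no effect and no-enzyme background for full effect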
#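 Activity normalized between no-enzyme (basal) and enzyme-only wells. Conditions: 4 nM human enzyme, 400 uM fluorogenic substrate, citrate/phosphate pH 5.0 with Tween-20, 20 min room temperature, compounds up to 77 uM.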
# An asterisk follows results filed as active; i = inactive; ? = inconclusive; . = not tested or not shown; [ ] = another dose, or the depositor's remark. Unless noted, the call rests on the fitted dose curve; in most records, active means well fitted curve in the direction sought with a large enough effect; inconclusive means small, poorly fitted or top-dose-only effect, or another doubt; inactive means no such curve, though single readings can be large; an effect the other way counts as inactive or inconclusive. Unless noted, on the % scale 0 is the no-effect control and ±100 the full control effect; potency means the concentration at half of the fitted maximal effect. Some of the compounds tested, so the mix of outcomes need not match the whole.
SMILES,TexasRed fluor,L3MBTL1 inh,RGS12 GoLoco inh,GAA spleen mod,GAA glycogen mod,RECQ1 helicase,TRb SRC2 PPI,GAA inhib
O=C(O)c1ccccc1NS(=O)(=O)c1ccc2c3c(cccc13)C(=O)N2,-5%,6%,-1%,4%,-9%,-8%,2%,-4%
CCOC(=O)C(C)Sc1nc(=O)n2ccccc2n1 (centres undefined),0%,.,-1%,-16%,2%,2%,-5%,-5%
CNS(=O)(=O)c1cccc(C(=O)OCc2cc(=O)n3cc(Br)ccc3n2)c1,-1%,-5%,4%,1%,-1%,-2%,-5%,?
CCOc1ccccc1N1CCN(C(=O)C2c3ccccc3Oc3ccccc32)CC1,-3%,-13%,2%,2%,0%,-9%,0%,-5%
O=C(O)c1cc2nc(C3CC3)cc(C(F)(F)F)n2n1,-6%,-1%,5%,-4%,4%,5%,-3%,-7%[15.4 µM]
C1CCC(n2nnnc2CN2CCN(C3CCCC3)CC2)CC1,3%,1%,6%,2%,1%,-7%,-5%,-5%
COc1ccccc1NC(=O)c1cc2ccccc2nc1C,0%,.,-5%,-18%,-1%,2%,-1%,1%
Cc1onc(-c2ccccc2)c1C(=O)c1c[nH]c(C(=O)NCc2ccncc2)c1,-4%,-8%,2%,5%,5%,-4%,-4%,1%
Cc1ccc(-n2nc3c(c2NC(=O)c2c(-c4ccccc4Cl)noc2C)CSC3)cc1,-2%,-11%,-2%,3%,7%,-22%,-2%,-4%
COc1cc(C2Nc3ccccc3NC3=C2C(=O)CC(c2ccc(OC)c(OC)c2)C3)ccc1O (centres undefined),-1%,.,9%,5%,?,-8%,-10%,-6%[15.4 µM]
O=C(C1CCN(CC2CCCCC2)CC1)N1CCCC1,-2%,7%,-18%,-3%,2%,0%,6%,0%
COC(=O)C(CCCN1C(=O)c2ccccc2C1=O)(NC(C)=O)c1nnn(C)n1 (centres undefined),-2%[53 µM],12%,9%,1%,17%,12%,5%[53 µM],?
O=C(CCC(=O)c1ccc(F)cc1)Nc1cccc(C(F)(F)F)c1,-2%,10%,8%,-3%,9%,-15%,2%,-14%
COc1ccccc1N1CCN(C(=O)c2ccccc2NC(=O)C2CCCCC2C(=O)O)CC1 (centres undefined),-3%,-1%,-7%,-2%,-9%,-3%,5%,6%
CC(=O)Nc1ccc(S(=O)(=O)Nc2cccc(C(=O)NC(C)(C)C)c2)cc1,0%,-4%,4%,-11%,-6%,i,0%,?
COc1ccc(N(C(C)C(=O)Nc2ccc(S(=O)(=O)N3CCOCC3)cc2)S(C)(=O)=O)cc1 (centres undefined),-1%,12%,-23%,-4%,10%,-15%,4%,-2%
CC1CCCC(NC(=O)COC(=O)[C@@H](NC(=O)c2ccco2)C(C)C)C1C (some centres undefined),-5%,?,-5%,.,3%,-1%,-4%,-3%
FC(F)(F)c1nnc2sc(-c3ccncc3)nn12,-4%,-1%,-4%,-15%,4%,-1%,3%,-7%
O=C(c1ccc(F)cc1)C1CCN(C(=S)NCC2CCCO2)CC1 (centres undefined),-2%[53 µM],-6%,10%,-1%,13%,21%,3%[53 µM],5%
NC1=NC2(CCC(c3ccccc3)CC2)n2c(nc3ccccc32)N1 (centres undefined),2%,.,0%,0%,16%,-15%,1%,-6%
COc1ccc(CNC(=O)C2CCN(C(=O)N(C)C)CC2)c(OC)c1,-2%,.,-14%,-3%,-1%,-7%,1%,0%
CC1CCCCN1CCNC(=O)c1cnn2ccccc12 (centres undefined),-2%,.,-10%,2%,-3%,-4%,-7%,-1%
CN(NC1OC(=O)c2ccccc21)c1ccccc1[N+](=O)[O-] (centres undefined),-1%,-4%,14%,-21%,-1%,-5%,-5%,1%
Cc1ccc(NC(=O)CSc2nnc(CN3CCOCC3)n2C)cc1C,-4%,10%,7%,-3%,-2%,-6%,2%,1%
CCCCOP(=O)(OCCCC)C(Nc1ccccc1)c1ccc2c(c1)OCO2 (centres undefined),1%,-1%,4%,-6%,8%,?,-4%,-7%

# Part of the list above in order of heavy-atom count, smallest number first.
SMILES,TexasRed fluor,L3MBTL1 inh,RGS12 GoLoco inh,GAA spleen mod,GAA glycogen mod,RECQ1 helicase,TRb SRC2 PPI,GAA inhib
CCOC(=O)C(C)Sc1nc(=O)n2ccccc2n1 (centres undefined),0%,.,-1%,-16%,2%,2%,-5%,-5%
O=C(C1CCN(CC2CCCCC2)CC1)N1CCCC1,-2%,7%,-18%,-3%,2%,0%,6%,0%
CN(NC1OC(=O)c2ccccc21)c1ccccc1[N+](=O)[O-] (centres undefined),-1%,-4%,14%,-21%,-1%,-5%,-5%,1%
C1CCC(n2nnnc2CN2CCN(C3CCCC3)CC2)CC1,3%,1%,6%,2%,1%,-7%,-5%,-5%
O=C(c1ccc(F)cc1)C1CCN(C(=S)NCC2CCCO2)CC1 (centres undefined),-2%[53 µM],-6%,10%,-1%,13%,21%,3%[53 µM],5%
NC1=NC2(CCC(c3ccccc3)CC2)n2c(nc3ccccc32)N1 (centres undefined),2%,.,0%,0%,16%,-15%,1%,-6%
Cc1ccc(NC(=O)CSc2nnc(CN3CCOCC3)n2C)cc1C,-4%,10%,7%,-3%,-2%,-6%,2%,1%
CCOc1ccccc1N1CCN(C(=O)C2c3ccccc3Oc3ccccc32)CC1,-3%,-13%,2%,2%,0%,-9%,0%,-5%
COc1ccccc1N1CCN(C(=O)c2ccccc2NC(=O)C2CCCCC2C(=O)O)CC1 (centres undefined),-3%,-1%,-7%,-2%,-9%,-3%,5%,6%
COc1cc(C2Nc3ccccc3NC3=C2C(=O)CC(c2ccc(OC)c(OC)c2)C3)ccc1O (centres undefined),-1%,.,9%,5%,?,-8%,-10%,-6%[15.4 µM]

# (more compounds)
SMILES,TexasRed fluor,L3MBTL1 inh,RGS12 GoLoco inh,GAA spleen mod,GAA glycogen mod,RECQ1 helicase,TRb SRC2 PPI,GAA inhib
COc1ccc(S(=O)(=O)Nc2ccccc2Cl)cc1NC(C)=O,-6%,11%,-3%,1%,1%,i,3%,0%
CCOc1ncccc1C(=O)OCC(=O)c1cccc(Br)c1,0%,29%,1%,3%,-5%,-7%,2%,1%
CCN(CC)S(=O)(=O)c1ccc(OC)c(NC(=O)C2CC(=O)N(c3ccc(C)cc3)C2)c1 (centres undefined),2%,-9%,6%,3%,-12%,i,10%,5%
O=C1CSC(c2cccnc2)N1c1cccc(Cl)c1 (centres undefined),-1%,2%,-9%,.,5%,7%,-4%,1%
CC1CCC(NC(=O)CC(C)(C)Cc2nc3ccccc3c(=O)[nH]2)CC1 (centres undefined),-3%,-11%,-6%,2%,-5%,5%,-1%,1%
Cn1c(=O)c2c(ncn2CC(=O)N/N=C/C=C/c2ccccc2[N+](=O)[O-])n(C)c1=O,-4%,.,-5%,6%,0%,-8%,1%,.
CC1=C(C(=O)Nc2ccc(Cl)cc2)C(c2cccs2)n2nnnc2N1 (centres undefined),-1%,-10%,7%,-8%,-1%,-6%,-11%,1%
O=C(CSc1nnc(-c2cccs2)o1)N1CCc2ccccc21,-5%,0%,3%,-4%,11%,1%,-3%,-3%
COc1ccc(Br)cc1/C(C)=N/NC1=NCCN1,0%,.,11%,-4%,6%,13%,-9%,2%
Cc1cccc(CSc2nc3c(c(=O)[nH]2)CCCC3)c1,0%,2%,1%,-18%,0%,-1%,1%,1%
O=C(NC(=S)Nc1ccccc1Cl)c1cnn2c(C(F)(F)F)cc(C(F)(F)F)nc12,-1%,-3%,-9%,0%,-9%,i,-9%,-3%
COC(=O)CC1C(=O)NCCN1C(=O)Nc1ccc(Cl)c(Cl)c1 (centres undefined),-3%,10%,12%,-9%,-2%,i,-4%,9%
O=[N+]([O-])c1ccccc1NCCOc1ccccc1,-4%[53 µM],-30%,7%,1%,6%,-16%,-3%[53 µM],-1%
Cc1ccc(-n2nc3c(c2NC(=O)/C=C\c2ccc4c(c2)OCO4)CSC3)c(C)c1,-1%,-8%,1%,0%,-1%,-6%,1%,-6%
Cc1cc(=O)[nH]c(N/N=C/c2ccc3c(c2)OCCO3)n1,-6%,9%,20%,5%,3%,-13%,-4%,.
CCCCNc1c(N)n(CCCC)c(=O)[nH]c1=O,0%,5%,8%,6%,?,-3%,3%,-3%
COc1ccc(C2CC(=O)C3=C(C2)NC(C)=C(C#N)C3c2ccc(N(C)C)cc2)cc1 (centres undefined),0%,?,67%[activator],-1%,-22%,-5%,14%,-10%
O=C(COC(=O)c1ccccn1)Nc1cccc2ccccc12,-6%,-4%,12%,6%,4%,-4%,7%,-3%
O=C(Nc1cccc(N=Cc2cc(Cl)cc(Br)c2O)c1)c1ccco1,1%,-12%,20%,-8%,-2%,-13%,4%,-2%
COc1ccc(C(=O)Nc2ccc([N+](=O)[O-])cn2)cc1OC,-3%[53 µM],-12%,22%,4%,0%,-27%,-1%[53 µM],-3%
CCc1ccccc1NC1c2ccccc2C(=O)N1c1cccnc1 (centres undefined),-4%,1%,-7%,2%,-1%,0%,-2%,2%
O=C(COC(=O)CCC(NC(=O)OCc1ccccc1)C(=O)OCC(=O)Nc1ccccc1)Nc1ccccc1 (centres undefined),-1%,1%,-6%,-3%,5%,?,-3%,-14%
O=C1NNC(=O)C2C3C=CC(C4CC34)C12 (centres undefined),1%,.,-2%,-3%,12%,-3%,15%,-1%

# High-throughput results: PubChem, National Center for Advancing Translational Sciences (NCATS)
